PKA-R1A act – activates the PKA-R1A holoenzyme complex; PKA-R1A dissociation, Cy5-IP20 fluorescence polarization; scaled: DMSO 0%, 113 µM cGMP 100%; 340,000 compounds, 0.083% hits; activation, % at 11.4 µM;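 active = percent activation above the mean of all tested compounds plus 3 SD, cut at about 19% in these data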;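 also: higher means more PKAc released from R1A so a rise in polarization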
PKA-R2B activ – PKA-R2B complex activation; P22694+P31323; PKA-R2B holoenzyme dissociation, Cy5-IP20 fluorescence polarization; R2B truncated from residue 108, S112A mutant; 0% DMSO only, 100% 113 µM cGMP; activation, % at 11.4 µM; 340,000 compounds, 0.079% hits; AID 504700;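 active = activation above a cutoff set at the mean over all compounds plus 3 SD, cut at about 18% in these data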;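 also: higher means more holoenzyme dissociation and a rise in polarization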
Target sequence (P31323 whole entry, looked up, other chains not shown, the tested form may be a part): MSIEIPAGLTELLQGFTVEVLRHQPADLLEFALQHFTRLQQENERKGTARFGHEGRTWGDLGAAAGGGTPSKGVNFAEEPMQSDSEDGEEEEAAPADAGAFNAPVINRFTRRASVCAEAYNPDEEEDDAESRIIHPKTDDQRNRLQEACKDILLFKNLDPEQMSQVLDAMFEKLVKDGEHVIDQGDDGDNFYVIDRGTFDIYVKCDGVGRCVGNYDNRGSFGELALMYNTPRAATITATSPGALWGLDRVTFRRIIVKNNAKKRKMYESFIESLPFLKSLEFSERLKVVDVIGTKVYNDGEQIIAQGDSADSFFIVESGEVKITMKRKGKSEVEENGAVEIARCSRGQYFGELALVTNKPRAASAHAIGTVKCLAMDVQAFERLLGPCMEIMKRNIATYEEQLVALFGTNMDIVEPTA
HTR5A inv ctr – inverse agonist of human HTR5A in OPRM1-OPRD1 counter-screen. P47898. HTR5A cell line, luminescence, inverse agonism. inhibition, % at 9.3 µM. 340,000 compounds, 0.083% hits; in the data active = inhibition mostly above about 23%, no sharp cut-off; inactive = mostly below about 18%;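 also: 0% = cells with DMSO and 100% = no-cell wells with DMSO; some compounds called inactive have numbers as strong as hits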
Target sequence (P47898 whole entry, looked up): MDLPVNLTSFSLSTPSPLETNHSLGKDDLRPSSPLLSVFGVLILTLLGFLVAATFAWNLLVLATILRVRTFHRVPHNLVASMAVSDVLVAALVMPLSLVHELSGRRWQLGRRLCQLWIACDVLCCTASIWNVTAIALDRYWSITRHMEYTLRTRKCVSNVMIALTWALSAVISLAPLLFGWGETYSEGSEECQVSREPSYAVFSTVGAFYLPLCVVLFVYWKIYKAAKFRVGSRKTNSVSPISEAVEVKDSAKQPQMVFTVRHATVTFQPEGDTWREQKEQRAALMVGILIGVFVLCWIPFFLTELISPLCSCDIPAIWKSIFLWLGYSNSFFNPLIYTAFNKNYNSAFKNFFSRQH
Tat export inh – E. coli Tat transport inhibition | E. coli MC4100 TorA-mCherry Tat export, fluorescence | inhibition, % at 10 µM | 340,000 compounds, 0.036% hits;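 active = mean replicate inhibition at least 50% and at least half of replicates individually reaching 50%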;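 also: exported cargo escapes ClpAP degradation while cytoplasmic cargo is degraded and loses fluorescence; 0% = median of neutral control wells and 100% = median of NaSCN control wells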
E coli growth – bacterial growth inhibition, counter-screen for AddAB inhibitors. E. coli V3065 growth, OD600 absorbance, 18 h. inhibition, % at 11.9 µM. 330,000 compounds, 0.27% hits;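 active = inhibition above the campaign's mean inhibition across all tested compounds plus 3 SD, cut at about 9.9% in these data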;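 also: uninfected addAB+ strain grown without phage in ampicillin broth; 0% = DMSO wells and 100% = ciprofloxacin 0.95 µg/ml wells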
AddAB inh – less growth of phage-infected E. coli with AddAB | AID 435030 | E. coli expressing H. pylori AddAB, absorbance growth | 330,000 compounds, 0.29% hits | inhibition, % at 11.9 µM; in the data active = inhibition above about 12%;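 also: 0% = vehicle wells of infected cells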
SUMO Mot1 rescue – SUMOylation pathway inhibition by Mot1-301 growth rescue; S. cerevisiae Mot1-301 growth rescue, ATP luminescence, 38.5C; percent above DMSO median, 100 means doubled; growth rescue, % at 18.8 µM; 320,000 compounds, 1% hits;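 active = every valid replicate shows activation above 250% relative to neutral control wells; inactive = the rest, any valid replicate at or below 250%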;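 also: OY570 slx delta 5 strain wells were the positive control but not used for scaling; some compounds called inactive have numbers as strong as hits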
DAGLB inh – blocks human DAGLB lipase activity; inhibition, % at 5.17 µM; 340,000 compounds, 0.059% hits; HEK293T DAGLB membrane lysate, EnzChek fluorogenic substrate; in the data active = inhibition above about 34%;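 also: 0% = enzyme with vehicle and 100% = wells lacking enzyme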
phage Ecoli inh – E. coli growth loss with phage present. growth absorbance. inhibition, % at 11.9 µM. 360,000 compounds, 0.26% hits. AID 651602; in the data active = inhibition above about 11%
HTR5A ag – counter-screen for OPRM1-OPRD1 agonists: human HTR5A agonism; activation, % at 9.3 µM; AID 504692; 340,000 compounds, 0.61% hits; HTR5A agonist assay, luminescence, cell-based; P47898; in the data active = activation mostly above about 9.5%, no sharp cut-off; inactive = mostly below about 7.6%;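 also: 0% = cells with vehicle only and 100% = reference agonist; strong numbers were not always called active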
CDK5 p35 inh – blocks human CDK5/p35 kinase activity. Recombinant CDK5/p35, ADP-Glo luminescence, 60 min. inhibition, % at 10 µM. 330,000 compounds, 0.01% hits. AID 488839;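 active = highest replicate inhibition of at least 50% and at least 75% of replicates reaching 50%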;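 also: plate controls were DMSO neutral control for no effect and GW8510 at 10 µM for full effect; many of its hits are not listed in these tables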
An asterisk follows results filed as active; / = no result given. Compounds as they come (roughly 2.3% active in at least one column).

SMILES	PKA-R1A act	PKA-R2B activ	HTR5A inv ctr	Tat export inh	E coli growth	AddAB inh	SUMO Mot1 rescue	DAGLB inh	phage Ecoli inh	HTR5A ag	CDK5 p35 inh
Cc1cc2oc(=O)cc(COC(=O)c3n[nH]c4ccccc34)c2cc1C	-16	-7	-3	3	-1.6	3.3	531	-2	1.6	1	-1.6
O=C(CCc1c[nH]c2ccccc12)OCC(=O)N1CCN(S(=O)(=O)c2ccccc2)CC1	-5	-21	-4	4	0.3	-0.3	-23	2	1.3	0	-0.1
COc1cc(/C=C/C(=O)Nc2cc(C(F)(F)F)ccc2Cl)cc(OC)c1OC	-6	-12	-4	13	-0.8	1.0	-12	-1	2.3	2	-1.8
Cc1ccc(NC(=O)[C@H](Cc2ccccc2)NC(=O)[C@@H]2Cc3ccccc3CN2)c(C)c1	5	-3	10	-5	-0.4	2.4	3	-1	-4.7	4	0.8
CCOC(=O)CC(NCc1ccc(OC)c(OCC)c1)c1ccc(C)cc1 (stereo not given)	-1	2	14	-4	-0.8	-0.6	31	-3	-1.7	0	-0.1
CN(C)c1cc[n+](CC(=O)Nc2cc(C(F)(F)F)ccc2Cl)cc1	-1	7	-7	-6	2.7	2.8	10	-5	2.4	3	7.3
O=C(Nc1ccccc1)N1CCCC(CNS(=O)(=O)Cc2ccccc2)C1 (stereo not given)	-7	8	2	3	-2.2	0.9	-3	1	1.9	-1	-0.3
CC(C)CN(C(=O)c1cc2ccccc2o1)c1c(N)n(CC(C)C)c(=O)[nH]c1=O	-3	-1	-15	-8	2.6	1.6	160	3	4.9	0	0.8
COc1ccc(S(=O)(=O)NNC(=O)Nc2ccc(C)cc2)c(OC)c1	-9	-13	-12	1	2.1	-1.2	-2	-1	0.3	0	1.5
CCc1nnc(NC(=O)CCC(=O)NC2CCCCC2)s1	-8	7	10	1	1.9	3.3	-13	-4	2.3	-4	0.0
CCN(CC)C(=O)CC(c1ccc2c(c1)OCO2)c1c(OC)cc(OC)c2ccc(=O)oc12 (stereo not given)	-5	2	-4	3	-0.5	1.3	-5	2	1.4	9	-2.2
COc1ccc(NC(=O)Nc2nnc(Cc3ccc(F)cc3)s2)cc1	-2	4	-19	2	/	/	6	-2	1.2	5	1.1
CCCCCC(=O)Nc1ccc(N2CCN(S(C)(=O)=O)CC2)cc1	3	-11	3	3	-1.3	1.0	17	3	2.0	7	3.0
CCOc1ccc(N2C(=O)C3CC(C)=C(C)CC3C2=O)c([N+](=O)[O-])c1 (stereo not given)	4	-3	1	3	1.6	3.1	-29	-1	4.7	-1	0.7
CCC(C)NC(=O)c1ccc(CNS(=O)(=O)c2ccc3c(c2)C(C)(C)C(=O)N3C)cc1 (stereo not given)	-10	-3	-18	-3	2.1	-0.9	296	1	0.9	7	-0.9
Cc1cc(C)c(OCC(=O)NCC2COc3ccccc3O2)c(C)c1 (stereo not given)	1	-1	-19	0	-0.7	0.1	-12	-15	2.6	8	-0.4
Cc1ccsc1CN(C)C(=O)CN1C(=O)NC2(CCCCC2C)C1=O (stereo not given)	-1	2	8	3	1.4	2.8	-6	0	1.4	-3	-0.8
CCOc1ccc(CC2NCCc3cc(OCC)c(OCC)cc32)cc1OCC (stereo not given)	8	20*	-23	-3	-3.5	-1.2	2	-2	6.1	3	1.7
COc1cc(/C=C/C(=O)c2ccc(C)c([N+](=O)[O-])c2)cc(OC)c1O	-7	-19	19	-1	1.6	3.1	11	-1	2.3	-6	1.4
CC(CCN1CCN(c2ccccn2)CC1)c1ccccc1 (stereo not given)	-4	-2	-17	-2	0.5	2.7	23	-9	-2.4	5	0.9
CSc1cccc(N2CC(C(=O)NCCN3C(=O)S/C(=C\c4cccnc4)C3=O)CC2=O)c1 (stereo not given)	-10	9	21	4	2.5	0.9	10	2	2.9	1	-0.2
COc1ccc(N(C(C)C(=O)N/N=C/c2cccnc2)S(C)(=O)=O)cc1 (stereo not given)	3	-3	5	-6	-0.4	0.5	-3	1	0.6	-2	0.3
COc1cc(CN2CCC(C(N)=O)CC2)ccc1OCc1ccccc1	-6	8	-5	2	-2.5	3.3	4	-1	0.4	1	-0.9
Cc1cc(C)c(Nc2ncccc2C(=O)O)c(C)c1	5	12	1	5	-0.2	0.5	/	0	-0.4	-1	1.1
Cc1nnc(SCC(=O)Nc2ccc(N3CCN(S(C)(=O)=O)CC3)cc2)o1	-2	8	-12	-14	-3.1	2.0	-9	-4	0.9	4	-0.6

Next part.
SMILES	PKA-R1A act	PKA-R2B activ	HTR5A inv ctr	Tat export inh	E coli growth	AddAB inh	SUMO Mot1 rescue	DAGLB inh	phage Ecoli inh	HTR5A ag	CDK5 p35 inh
Cn1c(=O)[nH]c(=O)c2c1nc1n2CCS1	0	-3	9	-9	0.5	1.1	-17	1	2.4	-3	0.7
COc1cc(C(CC(=O)Nc2cccc(C)n2)N2Cc3ccccc3C2=O)cc(OC)c1OC (stereo not given)	-6	4	10	-6	2.7	2.1	-5	-2	2.2	-3	1.4
CC(C)CC(=O)NCC(C)NC(=O)CC(C)C (stereo not given)	1	-12	-12	13	-2.7	1.6	5	0	-0.5	-3	/
CN1CCN(C(=O)CN2C(=O)COc3ccc(S(=O)(=O)N4CCOCC4)cc32)CC1	-4	8	3	-11	0.3	3.9	/	-2	4.3	1	0.7
CCN(CC(=O)Nc1ccc2c(c1)OCCO2)C(=O)c1ccc(CS(C)(=O)=O)cc1	-4	-5	6	-2	-1.6	-2.0	1	1	5.2	-2	1.8
COc1ccccc1NC(=S)Nc1ccccc1F	-1	-2	1	-6	0.2	2.5	-12	-3	4.5	0	0.6
COCCNC(=O)COc1cccc2c1OC(C)(C)C2	-13	0	2	5	-0.2	0.6	2	-1	3.9	-1	-0.1
CCOC(=O)NC(=O)c1cn(C(CC)CO)c(=O)[nH]c1=O (stereo not given)	2	-7	6	7	1.3	1.6	-2	-1	0.2	1	-1.2
Cc1nc(NCCc2ccccc2)c2nnn(Cc3ccccc3Cl)c2n1	-3	-4	-11	-1	2.8	1.8	81	-3	2.3	4	1.1
Cc1ccc(C(=O)O/N=C2\CCSc3ccc(C)cc32)cc1	-5	-1	-89	10	0.7	1.1	46	-22	5.9	37*	-1.6
CCCCn1c(N)c(N(CCOC)C(=O)CN2C(=O)c3ccccc3C2=O)c(=O)[nH]c1=O	0	-2	12	21	-0.1	1.0	24	2	2.7	5	1.1
CCCc1cc(C(=O)Nc2ccc(OC)cc2[N+](=O)[O-])cs1	-14	-13	-2	4	/	/	/	-8	2.9	2	-0.9
COc1ccc(CNC(=O)CN(C)S(=O)(=O)c2ccc3c(c2)OCCO3)cc1OC	2	10	8	-1	-5.8	-1.3	-1	0	-1.2	-3	1.8
O=C(N=c1ccn(-c2nc3ccccc3nc2NS(=O)(=O)c2ccccc2)cc1)c1cccs1	4	5	-1	-4	0.1	5.2	-1	-2	5.9	5	-0.9
CC(C)CN(C(=O)COc1ccc([N+](=O)[O-])cc1)c1c(N)n(CC(C)C)c(=O)[nH]c1=O	4	-10	14	8	-3.7	0.4	20	-1	1.1	2	-5.5
CC(=O)c1cccc(OCC(=O)N(CCC2=CCCCC2)c2c(N)n(Cc3ccccc3)c(=O)[nH]c2=O)c1	3	-5	-17	-10	/	/	/	11	1.6	6	1.8
O=C1CN(C(=O)c2ccco2)c2ccccc2N1	-7	3	-9	-1	2.5	1.4	3	4	1.0	1	-1.6
C=CCOc1ccccc1/C=N/NC(=O)Cc1ccccc1	1	-8	-2	1	1.3	-1.4	-19	-1	-0.8	1	-0.9
N#CCCN(C(=O)COC(=O)/C=C/c1cccs1)c1ccccc1	7	7	-2	-6	3.1	0.1	-11	-4	2.2	0	-0.5
N#CCC(=O)N/N=C\c1cc(Br)ccc1OC/C=C/c1ccccc1	-10	0	/	-3	/	/	-8	1	0.2	/	0.5
C=CCCC(=O)N1CCC(Oc2cccc(C(=O)NCc3ccccn3)c2)CC1	-10	-1	12	-4	-0.9	0.6	1	1	1.7	2	-1.5
COc1ccc(NC(=O)CN(C)C(=O)Cc2ccc3c(c2)CCC3)cc1	-7	-8	-18	1	1.0	-0.6	9	-3	0.6	1	1.4
CC(C)Oc1cc2ccccc2cc1CNC[C@H]1O[C@@H](n2cnc3c(N)ncnc32)[C@H](O)[C@@H]1O	-3	6	2	4	-0.5	3.0	-14	-1	2.1	0	-0.9
COC(=O)c1sc(NC(=O)CSc2nc3cccnc3n2C)nc1C	-2	0	10	4	-4.0	0.5	164	2	2.9	0	-1.0
CNc1nc2ccccc2n1/N=C/c1cccc(OC)c1OC	-13	2	-2	-7	-2.8	0.6	-1	1	2.6	-3	2.6
O=C(Cn1nnc(-c2ccccc2)n1)NC(=O)NC1CCCC1	-3	3	-2	-2	-0.7	1.1	-10	0	-3.0	1	1.3
Cc1ccc(CNS(=O)(=O)c2ccc3oc(C(=O)O)c(C)c3c2)cc1	2	2	5	3	-0.2	2.5	44	-1	1.9	-1	0.7
COc1ccccc1N1CCN(C(=S)Nc2ccc(S(=O)(=O)N3CCOCC3)cc2)CC1	5	-8	-7	1	1.3	3.3	-9	1	5.5	2	-0.4

Source: PubChem BioAssay (several laboratories)
